High-throughput results as filed in PubChem BioAssay.
tim10-1 inh: tim10-1 yeast growth inhibition; S. cerevisiae tim10-1 ts strain growth, BacTiter-Glo, 24 h; inhibition, % at 20 µM; 330,000 compounds, 2.2% hits;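 active = inhibition of at least 40%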;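 note: mutant grown at 25 °C; 0% = DMSO wells with yeast and 100% = wells holding no yeast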
UPR CHOP act: activators of apoptotic arm of unfolded protein response (CHOP). CHO-CHOP luciferase reporter, UPR activation, luminescence; percent of tunicamycin response over DMSO baseline. activation, % at 10 µM. 330,000 compounds, 0.34% hits;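 active = at 10 µM dose, activation of 40% or more, normalized to positive control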;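 note: 100% = tunicamycin at 10 µg/mL and 0% = DMSO alone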
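measured by = luciferase luminescence | assay system = CHO-CHOP cells, stable luciferase reporter of PERK-eIF2a-CHOP signalling | amount = 500 reporter cells seeded per well | timing = 6 h compound exposure at 37 °C after overnight seeding | controls = positive tunicamycin 10 µg/mL, negative DMSO alone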
APJ ag: activates the human apelin receptor APJ; P35414; 330,000 compounds, 0.11% hits; CHO-K1 APJ PathHunter beta-arrestin, luminescence; 0% DMSO wells, 100% apelin; AID 2520; activation, % at 20 µM;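 active = activation more than six SD over the plate average, tested at 20 µM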;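 note: 0% = DMSO alone and 100% = apelin-13 at 10 nM; some results filed as inactive read as strong as hits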
Target sequence (P35414 whole entry, looked up): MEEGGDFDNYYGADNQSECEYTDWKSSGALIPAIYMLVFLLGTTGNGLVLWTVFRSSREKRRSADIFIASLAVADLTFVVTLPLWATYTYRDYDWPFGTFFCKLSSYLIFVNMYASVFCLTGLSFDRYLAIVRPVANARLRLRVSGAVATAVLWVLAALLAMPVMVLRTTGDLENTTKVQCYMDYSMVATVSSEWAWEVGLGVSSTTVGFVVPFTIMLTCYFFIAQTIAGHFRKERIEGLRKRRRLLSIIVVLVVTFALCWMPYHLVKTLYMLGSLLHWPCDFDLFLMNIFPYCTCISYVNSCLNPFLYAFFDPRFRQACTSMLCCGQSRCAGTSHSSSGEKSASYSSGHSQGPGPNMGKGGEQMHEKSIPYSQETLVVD
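Material: engineered CHO-K1 APJ arrestin reporter cells; amount: 1000 CHO-K1 reporter cells seeded per well; incubation: compound stimulation 90 min at 25 °C, detection 60 min; signal: luminescent beta-gal fragment complementation, chemiluminescent substrate; read-out basis: APJ agonist activity; controls: DMSO-only wells as negative, 10 nM Apelin-13 as positive control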
TIM10 inh: growth inhibitors of TIM10 yeast strain; S. cerevisiae TIM10 strain growth, BacTiter-Glo luminescence, 24 h; inhibition, % at 10 µM; 330,000 compounds, 1.4% hits;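 active = inhibition of 40% or more at the single tested concentration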;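 note: wild-type TIM10 isogenic control strain grown at permissive 25 °C; 0% = DMSO yeast wells and 100% = minimal medium wells without yeast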
XBP1 UPR activ: adaptive UPR (XBP1) activation; CHO-XBP1 luciferase reporter, IRE1-XBP1 UPR activation, luminescence; percent of tunicamycin response, DMSO as zero; activation, % at 20 µM; 330,000 compounds, 0.33% hits; AID 463104;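 active = versus positive control, 20 µM dose yields 30% or more activation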;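 note: 100% = tunicamycin at 10 µg/mL and 0% = DMSO only wells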
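assay system = CHO-XBP1 luciferase reporter cells | amount = 1000 cells/well | buffer or medium = F12 plus 10% FBS | compound dosing = single point, 20 µM final compound, 1% DMSO | incubation = 16-18 h cell attachment at 37 °C, then 6 h compound exposure | detection = Steady-Glo luminescence read | controls = tunicamycin 10 µg/mL and vehicle-only wells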
Mdm2-MdmX inh: disrupts the human Mdm2-MdmX interaction. O15151+Q00987. SaOS-2 split-luciferase Mdm2/MdmX complementation, luminescence. inhibition, % at 8 µM. 330,000 compounds, 3% hits;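 active = inhibition of at least 50% at 8 µM in the primary screen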
APJ antagonist: antagonists of human APJ apelin receptor; P35414; CHO-K1 APJ beta-arrestin complementation, luminescence; inhibition, % at 20 µM; 330,000 compounds, 0.32% hits; AID 2521;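 active = inhibition above about 40% at 20 µM, limit read from the data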;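 note: cells challenged with 10 nM apelin-13 agonist together with compound; plate controls were apelin-13 plus DMSO wells for no effect and DMSO wells lacking apelin-13 for full effect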
CXCR6 inh: inhibitors of human CXCR6 receptor | O00574 | CHO-K1 PathHunter CXCR6 beta-arrestin, luminescence | inhibition, % at 20 µM | 360,000 compounds, 0.36% hits | AID 602244; in the data active = inhibition above about 34%, passing the limit was not always enough;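 note: antagonist mode with CXCL16 agonist at 10 nM final; 0% = 10 nM CXCL16 with DMSO and 100% = unstimulated wells without agonist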
Target sequence (O00574 whole entry, looked up): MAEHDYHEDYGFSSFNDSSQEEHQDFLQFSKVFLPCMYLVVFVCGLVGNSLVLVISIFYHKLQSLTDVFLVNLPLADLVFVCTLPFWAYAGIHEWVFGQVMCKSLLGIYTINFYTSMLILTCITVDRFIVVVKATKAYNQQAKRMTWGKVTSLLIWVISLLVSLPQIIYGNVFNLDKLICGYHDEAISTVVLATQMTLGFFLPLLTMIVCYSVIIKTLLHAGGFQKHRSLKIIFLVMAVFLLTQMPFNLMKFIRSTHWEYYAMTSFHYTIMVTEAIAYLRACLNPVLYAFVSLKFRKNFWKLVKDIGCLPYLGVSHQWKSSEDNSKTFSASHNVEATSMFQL
tim23-1 inh: inhibits growth of tim23-1 mutant yeast | inhibition, % at 20 µM | AID 463212 | S. cerevisiae tim23-1 growth, BacTiter-Glo luminescence, 24 h | 330,000 compounds, 1.3% hits;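 active = growth inhibition of the mutant yeast at or above 50%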;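 note: temperature-sensitive mutant grown at 25 °C; plate controls were DMSO-treated mutant yeast for no effect and medium wells lacking yeast for full effect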
Active calls of the source: *; . = no result given.

SMILES	tim10-1 inh	UPR CHOP act	APJ ag	TIM10 inh	XBP1 UPR activ	Mdm2-MdmX inh	APJ antagonist	CXCR6 inh	tim23-1 inh
Cc1csc(NC(=O)CSc2nnc(C)n2Cc2ccco2)n1	8	-1.0	3	9	0	-31	12	-6	5
COc1cccc(/C=N/Nc2ccccc2C(=O)O)c1O	-4	4.6	-2	2	-2	-67	13	-10	11
O=C(Nc1ccccc1)C1=C[C@@H](c2coc3ccccc3c2=O)C[C@@H](OCc2ccc(CO)cc2)O1	9	2.2	-4	-5	1	-9	3	2	-12
O=C(c1cccc2ccccc12)C1CCCN(C(=O)CCc2cnccn2)C1 (configuration not stated)	15	-2.9	-1	-3	0	10	-18	-1	26
Cc1ccc2[nH]c(=O)c(CN(CC3CCCO3)S(=O)(=O)c3cccc4nsnc34)cc2c1 (configuration not stated)	20	-2.1	-4	14	-1	-1	-11	6	9
O=C(c1cccs1)[C@@H]1[C@@H]2C(=O)N(Cc3ccc4c(c3)OCO4)C(=O)[C@@H]2C2c3ccccc3C=CN21 (some centres not stated)	24	-2.2	-3	25	-1	-23	-14	.	19
O=C(COc1ccccc1)N=C1SC2CS(=O)(=O)CC2N1Cc1ccccc1 (configuration not stated)	11	3.3	4	1	0	14	-3	-10	12
O=C(CCC1CCCC1)Nc1cc(Cl)ccc1N1CCOCC1	5	2.6	-6	9	1	10	7	0	30
C=CCNC(=O)c1ccccc1NS(=O)(=O)c1ccc(SC)cc1	20	0.8	2	13	-5	4	14	6	14
Oc1ccc(O)c(/C(=N/Nc2ccccc2)c2ccccc2)c1	39	-0.7	3	26	2	4	-13	.	24
CCc1ccc(NC(=O)CSc2nc(NS(=O)(=O)c3ccccc3)cc(=O)[nH]2)cc1	10	-0.5	0	6	-1	18	-6	-11	-4
COC(=O)C1=CNC=C(C(=O)OC)C1c1cccc2ccccc12	15	-1.9	1	17	1	18	14	-3	21
O=C(CN1C(=O)NC2(CCCC2)C1=O)OCc1ccc(F)cc1	5	-1.6	-2	1	-2	-12	1	-5	9
CCOC(=O)C(Oc1ccc2c(-c3ccccc3)cc(=O)oc2c1C)c1ccccc1 (configuration not stated)	10	0.7	0	5	-3	3	6	9	17
CC(OC(=O)c1cccnc1Cl)C(=O)NCc1ccccc1 (configuration not stated)	5	-1.2	-3	-3	-3	-14	20	0	10

2 entries from above, reformatted:
Every second line gives: tim10-1 inh	UPR CHOP act	APJ ag	TIM10 inh	XBP1 UPR activ	Mdm2-MdmX inh	APJ antagonist	CXCR6 inh	tim23-1 inh
- O=C(COc1ccccc1)N=C1SC2CS(=O)(=O)CC2N1Cc1ccccc1 (configuration not stated)
 : 11	3.3	4	1	0	14	-3	-10	12
- Oc1ccc(O)c(/C(=N/Nc2ccccc2)c2ccccc2)c1
 : 39	-0.7	3	26	2	4	-13	.	24

Carrying on.
SMILES	tim10-1 inh	UPR CHOP act	APJ ag	TIM10 inh	XBP1 UPR activ	Mdm2-MdmX inh	APJ antagonist	CXCR6 inh	tim23-1 inh
c1ccc(Cc2nc(-c3ccccn3)no2)cc1	-5	2.1	2	-6	-3	-12	-7	8	1
Cc1ccc(C)c(Nc2nc3c(S(=O)(=O)c4ccccc4)nnn3c3ccccc23)c1	1	8.8	1	-6	21	37	-15	11	1
C=C(C)CSc1nc(C)c(Cc2ccccc2)c(=O)[nH]1	16	0.3	0	4	-2	-4	6	-2	12
CCCCOc1ccc(C(=O)NCC(=O)NCC(=O)OCC)cc1	8	1.0	-2	-10	1	21	-6	11	10
Cc1cccc(Oc2nccc(C(F)(F)F)c2C(=O)Nc2ccc(F)cc2F)c1	16	1.1	0	5	-5	26	16	3	16
COc1ccc(OC)c(C2CC(=O)OC3=C2C(=O)CC(C)(C)C3)c1 (configuration not stated)	19	1.3	0	20	2	0	3	3	15
Cc1[nH]c2ccccc2c1CCNC(=O)c1ccc2nccnc2c1	-11	1.2	1	2	-4	-15	-7	2	3
CCCCn1c(N)c(N(CC(C)C)C(=O)c2ccc(N3C(=O)c4ccccc4C3=O)cc2)c(=O)[nH]c1=O	10	3.9	-4	9	-3	16	-1	-6	-1
Cc1cc(=O)[nH]c(SCC(=O)c2ccc(O)c(O)c2)n1	-7	1.8	3	7	-4	-20	-3	-3	0
COc1ccc(OC)c(/C=N/c2oc(-c3ccco3)c(-c3ccco3)c2C#N)c1	29	0.5	-1	20	3	42	-16	-9	-16
FC(F)(F)c1cccc(Nc2nc(N3CCOCC3)nc(N3CCOCC3)n2)c1	14	-0.4	-2	2	-2	38	2	-2	34
O=C(CN1C(=O)c2ccccc2C1=O)Nc1sc2c(c1C(=O)NCC1CCCO1)CCC2 (configuration not stated)	-4	0.4	-4	-1	-2	-9	-13	2	6
O=C(C1=C[C@H](C2CC2)C[C@H](OCCCCO)O1)N1CCN(Cc2ccccc2)CC1	16	-0.4	3	19	0	16	-2	1	13
CCC(C(=O)N1CCCCCC1)n1nc(C)n2c(cc3occc32)c1=O (configuration not stated)	1	-0.7	-4	-4	-3	8	4	-5	-2
CCOC(=O)Cc1nnc(NC(=O)CSc2nnc3c4ccccc4n(C)c3n2)s1	11	-0.8	-2	11	0	-3	16	2	16
COc1ccccc1N1CCN(C(=O)CSc2nc(C)cc(=O)[nH]2)CC1	-2	-0.4	-4	-10	-2	-18	-18	-6	7
CC1(C)Cc2ccccc2C(=NC(Cc2c[nH]c3ccccc23)C(=O)O)N1 (configuration not stated)	18	5.3	-2	8	-4	-28	-11	6	23
CC(C)n1c(C(F)(F)F)nc2cc(C(=O)N3CCCCC3)ccc21	21	3.0	-1	11	1	10	3	-5	17
O=C(c1cc(COc2c(F)cccc2F)on1)N1CCC(c2ccncc2)CC1	32	-0.9	1	-16	3	29	-14	-1	17
O=C1C(C=NC2CC2)=C(O)c2ccccc21	-7	1.5	-3	-2	2	13	1	-3	4
CCOC(=O)c1cnc(=O)[nH]c1C	15	-0.4	-1	8	-3	-13	-12	.	9
Cc1ccc2nc(-c3ccc(NC(=O)C(C)N4C(=O)c5ccccc5C4=O)cc3)sc2c1 (configuration not stated)	14	5.2	-2	-5	6	-125	2	2	-11
CC1=C(C(=O)OCc2ccccc2)C(c2ccccc2)NC(=O)N1 (configuration not stated)	-9	0.1	-1	-10	0	36	9	-4	3
COC(=O)c1ccc(/C=N/OCC(=O)NCCc2ccc(OC)c(OC)c2)cc1	-2	-0.4	-4	-1	0	10	14	3	5
Cc1nc(=O)c(-c2ccccc2)c(C)n1Cc1ccccc1	21	-1.8	-5	14	-1	10	1	-1	16
COc1cccc(C(=O)C2CCCN(Cc3cn(C)nc3-c3ccccc3)C2)c1 (configuration not stated)	7	-1.5	-5	3	0	-11	-5	14	6
COc1ccc(NC(=O)CSc2nnnn2C2CCCC2)c(OC)c1	-3	-1.1	2	-6	-2	-5	-4	1	16
COc1cc(/C=N/NC(=O)c2ccccn2)ccc1OC(=O)c1ccccc1Br	4	3.1	13	7	2	18	-15	37	25
O=C(Nc1ccccc1)c1cnc[nH]1	6	1.9	2	0	1	5	15	1	4
O=C(NN1C(=O)c2ccccc2NC1c1ccccc1OCc1ccccc1)c1ccncc1 (configuration not stated)	19	0.6	3	5	-2	15	12	0	25

Next section, starting with the last 6 of the part before.
SMILES	tim10-1 inh	UPR CHOP act	APJ ag	TIM10 inh	XBP1 UPR activ	Mdm2-MdmX inh	APJ antagonist	CXCR6 inh	tim23-1 inh
Cc1nc(=O)c(-c2ccccc2)c(C)n1Cc1ccccc1	21	-1.8	-5	14	-1	10	1	-1	16
COc1cccc(C(=O)C2CCCN(Cc3cn(C)nc3-c3ccccc3)C2)c1 (configuration not stated)	7	-1.5	-5	3	0	-11	-5	14	6
COc1ccc(NC(=O)CSc2nnnn2C2CCCC2)c(OC)c1	-3	-1.1	2	-6	-2	-5	-4	1	16
COc1cc(/C=N/NC(=O)c2ccccn2)ccc1OC(=O)c1ccccc1Br	4	3.1	13	7	2	18	-15	37	25
O=C(Nc1ccccc1)c1cnc[nH]1	6	1.9	2	0	1	5	15	1	4
O=C(NN1C(=O)c2ccccc2NC1c1ccccc1OCc1ccccc1)c1ccncc1 (configuration not stated)	19	0.6	3	5	-2	15	12	0	25
CN(C)N=C1c2cc(S(=O)(=O)N3CCOCC3)ccc2-c2ccc(S(=O)(=O)N3CCOCC3)cc21	22	3.4	-1	9	1	17	19	1	1
O=C(CNC(=O)c1ccccc1F)NC1=NCCS1	4	0.8	-6	11	-4	29	13	-6	0
CCOc1ccccc1NS(=O)(=O)c1cc2c3c(c1)C(C)C(=O)N3CCC2 (configuration not stated)	3	6.1	0	3	-3	15	12	-1	-1
CCCc1nn(-c2ccccc2)c2c1C(c1cccs1)C(C#N)=C(N)O2 (configuration not stated)	36	-1.3	2	29	-4	-5	1	-3	51*
C/C=C(\C)C(=O)O[C@H](c1cc2ccc(=O)oc2cc1OC)[C@@H](O)C(C)(C)O	-10	-2.4	-3	4	-5	20	1	-4	-9
NC(=O)CC(NC(=O)Cc1ccc(Br)cc1)c1ccc(N2CCC(Cc3ccccc3)CC2)c([N+](=O)[O-])c1 (configuration not stated)	8	-1.7	3	12	0	71*	30	5	5
COc1ccc(C(=O)Nc2ccc3c(c2)nc(CN2CCCC2)n3C)cc1	9	1.1	3	12	-2	-44	11	4	1

Arranged by the number under XBP1 UPR activ (smallest number first): 3 of the compounds above
compound | XBP1 UPR activ | Mdm2-MdmX inh | APJ antagonist | CXCR6 inh
CCCCn1c(N)c(N(CC(C)C)C(=O)c2ccc(N3C(=O)c4ccccc4C3=O)cc2)c(=O)[nH]c1=O | -3 | 16 | -1 | -6
O=C(COc1ccccc1)N=C1SC2CS(=O)(=O)CC2N1Cc1ccccc1 (configuration not stated) | 0 | 14 | -3 | -10
COc1ccc(OC)c(/C=N/c2oc(-c3ccco3)c(-c3ccco3)c2C#N)c1 | 3 | 42 | -16 | -9

This is a subset; count on the stated rates, not on these rows.
